EBI2 antag: EBI2 receptor antagonists, beta-arrestin recruitment, primary screen, cell-based, luminescence, 7a,25-OHC stimulation, uHTS | 7a,25-OHC stimulated | inhibition, % at 5 µM | hit rate 0.81% among 360,000; in the data active means inhibition above about 38%;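 further: enzyme fragment complementation signal reports receptor beta-arrestin coupling in cells; 0% = agonist plus DMSO wells and 100% = wells without agonist; some results beyond the cut were filed as inactive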
Target sequence (P32249 whole entry, looked up, the tested form may be a part): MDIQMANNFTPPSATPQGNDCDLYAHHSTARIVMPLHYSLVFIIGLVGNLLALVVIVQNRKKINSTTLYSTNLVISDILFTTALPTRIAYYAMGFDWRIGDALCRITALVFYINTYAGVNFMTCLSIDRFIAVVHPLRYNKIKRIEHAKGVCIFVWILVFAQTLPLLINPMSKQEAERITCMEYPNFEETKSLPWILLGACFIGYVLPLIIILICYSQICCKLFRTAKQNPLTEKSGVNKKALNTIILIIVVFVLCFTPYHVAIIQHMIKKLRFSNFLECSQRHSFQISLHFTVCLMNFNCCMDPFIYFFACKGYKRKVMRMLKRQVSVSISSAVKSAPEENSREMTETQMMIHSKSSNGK
UPR XBP1 act: activators of adaptive XBP1 UPR arm, primary screen, cell-based, CHO-XBP1 luciferase reporter, luminescence, uHTS | IRE1-XBP1 UPR activation; percent of tunicamycin response, DMSO as zero | activation, % at 20 µM | hit rate 0.33% among 330,000;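 active means versus positive control, 20 µM dose yields 30% or more activation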;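 further: 100% = tunicamycin at 10 µg/mL and 0% = DMSO only wells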
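Material – CHO cell line with stable XBP1 luciferase reporter · Buffer or medium – F12 plus 10% FBS · Compound – single point, 20 µM final compound, 1% DMSO · Schedule – 16-18 h cell attachment at 37 °C, then 6 h compound exposure · Signal – Steady-Glo luminescence read · Benchmarks – high control tunicamycin 10 µg/mL final, low control DMSO vehicle only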
CCR6 antagonist: CCR6 receptor antagonists, primary screen, cell-based, CHO-K1, luminescence, beta-arrestin, uHTS. C-C chemokine receptor type 6 (Homo sapiens), P51684. CHO-K1 CCR6 PathHunter beta-arrestin, CCL20-stimulated. inhibition, % at 20 µM. hit rate 0.49% among 340,000;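 active means compounds whose inhibition of the agonist-driven luminescence signal at 20 µM reaches about 50%, limit read from the data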;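 further: cells stimulated with CCL20 at 14 nM final; plate controls were DMSO with CCL20 for no effect and DMSO without agonist for full effect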
Target sequence (P51684 whole entry, looked up): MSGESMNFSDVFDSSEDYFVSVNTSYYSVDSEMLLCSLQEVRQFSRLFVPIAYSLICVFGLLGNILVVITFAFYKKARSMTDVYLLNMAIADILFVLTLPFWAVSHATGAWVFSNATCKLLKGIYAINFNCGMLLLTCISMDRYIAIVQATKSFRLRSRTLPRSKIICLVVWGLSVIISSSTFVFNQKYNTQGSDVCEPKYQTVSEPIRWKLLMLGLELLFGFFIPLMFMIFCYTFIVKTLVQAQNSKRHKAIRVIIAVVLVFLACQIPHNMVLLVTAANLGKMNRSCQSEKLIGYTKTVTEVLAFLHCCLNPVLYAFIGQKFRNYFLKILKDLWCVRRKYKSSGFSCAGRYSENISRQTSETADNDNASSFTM
Jurkat NFkB inh: inhibitors of induced NF-kB luciferase reporter, primary screen, TCR NF-kB activation inhibitor project, cell-based, luminescence, uHTS; Jurkat, PMA/ionomycin-induced NF-kB luciferase reporter; inhibition, % at 4 µM; hit rate 0.53% among 330,000; AID 435003, 2010; in the data active means inhibition above about 50%
CXCR6 inh: CXCR6 receptor inhibitors, primary screen, cell-based, beta-arrestin, luminescence, CHO-K1 PathHunter, 1536-well; C-X-C chemokine receptor type 6 (Homo sapiens), O00574; inhibition, % at 20 µM; hit rate 0.36% among 360,000; AID 602244, 2012; in the data active means inhibition above about 34%, passing the limit was not always enough;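 further: antagonist mode with CXCL16 agonist at 10 nM final; 0% = 10 nM CXCL16 with DMSO and 100% = unstimulated wells without agonist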
Target sequence (O00574 whole entry, looked up): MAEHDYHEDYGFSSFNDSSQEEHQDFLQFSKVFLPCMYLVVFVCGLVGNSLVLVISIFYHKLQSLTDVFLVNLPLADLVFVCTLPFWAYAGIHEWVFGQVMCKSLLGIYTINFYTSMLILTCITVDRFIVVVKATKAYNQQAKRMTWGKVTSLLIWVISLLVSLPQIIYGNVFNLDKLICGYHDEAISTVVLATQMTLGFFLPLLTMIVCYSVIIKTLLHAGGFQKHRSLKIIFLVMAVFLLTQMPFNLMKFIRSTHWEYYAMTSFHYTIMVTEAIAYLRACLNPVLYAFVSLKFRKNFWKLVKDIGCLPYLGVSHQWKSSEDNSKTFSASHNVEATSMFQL
Gli-Sufu antag: Gli-Sufu pathway antagonists, primary screen, luciferase luminescence, Sufu-KO-LIGHT cells, uHTS | Sufu-KO-LIGHT fibroblasts, Gli luciferase reporter luminescence | inhibition, % at 5 µM | hit rate 0.74% among 340,000 | AID 588413, 2011;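 active means inhibition above about 55%, limit read from the data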;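 further: 0% = DMSO-treated cells and 100% = wells with medium but no cells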
Mdm2 MdmX PPI: inhibitors of human Mdm2-MdmX association, primary screen, cell-based, luminescence, split luciferase, SaOS-2, uHTS; AID 485346, 2010; Protein Mdm4 (Homo sapiens) + E3 ubiquitin-protein ligase Mdm2 (Homo sapiens), …; hit rate 3% among 330,000; SaOS-2 split-luciferase Mdm2/MdmX complementation; inhibition, % at 8 µM;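 active means inhibition of at least 50% at 8 µM in the primary screen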
UPR CHOP act: activators of apoptotic CHOP UPR arm, primary screen, cell-based, CHO-CHOP luciferase reporter, luminescence, uHTS. AID 449763, 2010. UPR activation; percent of tunicamycin response over DMSO baseline. hit rate 0.34% among 330,000. activation, % at 10 µM;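 active means at 10 µM dose, activation of 40% or more, normalized to positive control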;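 further: 100% = tunicamycin at 10 µg/mL and 0% = DMSO alone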
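assay system = CHO CHOP reporter cells | amount = 500 CHO-CHOP cells per well | buffer or medium = F12 with 10% FBS | incubation = 16-18 h cell attachment, then 6 h compound exposure, 37 °C | detection = luminescence read with Steady-Glo | read-out = percent activation relative to tunicamycin control | controls = tunicamycin high control, DMSO low control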
697 NFkB inh: inhibitors of PMA/ionomycin-induced NF-kB reporter, 697 cells, primary screen, B-cell NF-kB inhibitor project, cell-based, luminescence, uHTS | hit rate 0.33% among 330,000 | inhibition, % at 4 µM | 697 B-cell NF-kB luciferase reporter, 16 h; in the data active means inhibition above about 35%
* marks the source's active call; other numbers are inactive results; . = no result given.

smiles,Gli-Sufu antag,Mdm2 MdmX PPI,EBI2 antag,UPR CHOP act,UPR XBP1 act,Jurkat NFkB inh,CXCR6 inh,CCR6 antagonist,697 NFkB inh
COC(=O)c1ccccc1NC(=O)CNCCc1ccc(OC)c(OC)c1,-6,14,7,5.0,-2,-9,5,-3,4
CCN(CC)CCCNC(=O)CNC(=O)c1nn(-c2ccc(OC)c(OC)c2)c(=O)c2ccccc12,.,-4,1,-0.4,-4,-25,-1,0,0
COc1ccccc1CN1C2CCCC1CC(NC(=O)/C=C/c1ccccc1)C2 (configuration not stated),36,23,11,0.5,0,2,7,20,-7
COc1cccc(NC(=O)c2cnc(SC)nc2)c1,-2,-12,1,2.2,1,-2,0,10,4
CCCOc1ccc(N2C(=O)CC(N(CCOC34CC5CC(CC(C5)C3)C4)C(C)=O)C2=O)cc1 (configuration not stated),25,10,4,0.8,-2,9,-1,7,4
O=C(NNC(=O)c1ccccc1F)c1cccc(Cl)c1,-30,6,-9,4.1,1,-31,5,2,-13
CCN(C(=O)CSc1nnc(-c2ccncc2)o1)c1ccccc1,15,15,-4,-0.3,0,-4,6,4,-15
COc1ccc(CC(=O)NNC(=O)COc2ccc(C)cc2)cc1S(=O)(=O)N1CCOCC1,-11,-2,9,-1.1,-2,-10,10,10,-27
Cc1ccc2c(CN3CCC(C)CC3)cc(=O)oc2c1C,-38,-21,5,3.9,3,-69,-7,16,-63
Cc1ccc(Nc2nc(NCCCN3CCOCC3)nc(N)c2[N+](=O)[O-])cc1C,-2,24,10,2.0,4,16,2,9,-19
Cc1cc(C)cc(OCC(=O)N/N=C/c2ccncc2)c1,2,1,12,1.2,-1,5,5,0,10
CN(C)S(=O)(=O)c1ccc(-c2csc(N/N=C/c3ccc(O)cc3)n2)cc1,12,100*,-14,18,-6,21,8,7,2
CC(=O)Nc1ccc(NC(=O)C(C)OC(=O)CCc2c[nH]c3ccccc23)cc1 (configuration not stated),0,7,-1,1.4,-3,-3,4,1,25
CN1CCN(c2nc3cc(C(F)(F)F)ccc3n3cccc23)CC1,-1,12,3,-0.2,-2,-5,-6,13,-12
CCOc1ccc(NC(=S)NCCCN2CCN(c3ccc(OC)cc3)CC2)cc1,8,12,6,0.2,-1,6,4,2,8
CC(C)N1C(=O)S/C(=C/c2ccc3c(c2)n(C)c(=O)n3C)C1=O,11,45,-8,3.6,11,-8,-5,2,47*
Cc1ccc(S(=O)(=O)CC(=O)N(CCCN(C)C)c2nc3ccc(C)cc3s2)cc1,28,8,-10,-1.8,-2,-14,13,7,-1
COC(=O)c1cc(NC2c3ncccc3C(=O)N2Cc2ccccc2)cc(C(=O)OC)c1 (configuration not stated),-4,27,6,-2.0,1,3,7,5,11
O=C1CC(c2ccccc2)Cc2nc(NC3CC3)ncc21 (configuration not stated),1,-7,6,1.7,1,-9,-4,1,-6
COC(=O)C1NC(=O)N2C(C(=O)OC)C(C)(C)S[C@H]12 (some centres not stated),-7,-5,-7,-0.3,-2,-14,5,-11,-3
Cc1ccc(C(=O)OCC(=O)NCCN2C(=O)CSC2=O)cc1[N+](=O)[O-],-1,-17,0,0.1,1,19,-3,11,-4
Cn1c(=O)c2c(nc(N/N=C/c3ccc(OC(=O)c4ccco4)cc3)n2Cc2ccccc2)n(C)c1=O,33,42,26,1.4,5,15,-14,-1,-14
CCCCn1c(N)c(N(CCC(C)C)C(=O)c2ccc(N3CCCC3=O)cc2)c(=O)[nH]c1=O,-8,24,-1,1.3,-1,14,-6,3,18
COc1ccccc1NC(=O)c1cc2c(cc1Cl)N1CCCCCC1=NS2(=O)=O,-5,44,-6,-0.3,-1,1,-5,1,9
COC(=O)c1ccc(CN2CCCC(C(=O)c3ccccc3OC)C2)cc1 (configuration not stated),24,12,8,-2.1,-6,-41,-12,3,-50
COc1ccc(-c2cc3c(=O)n(CC(=O)Nc4ccc(C(C)=O)cc4)ncn3n2)cc1,-69,58*,-10,4.9,-3,-49,-1,-3,-44
Cc1nnc(NC(=O)c2ccc(Br)o2)s1,-2,-18,-10,0.7,5,-10,3,6,3
Cc1cccc(NC(=O)COC(=O)c2cccs2)c1C,27,19,8,3.0,1,-10,0,9,1
O=C(CCN=C1NS(=O)(=O)c2ccccc21)OCC(=O)c1ccccc1,-2,-6,9,2.4,-2,-17,-3,-5,-15
Cc1cc(SCC(=O)Nc2ccc(O)cc2)n2nc(C)c(-c3ccccc3)c2n1,12,21,-1,0.2,6,14,-2,11,-8
S=c1[nH]nc(-c2ccccn2)n1/N=C/c1c(Cl)cccc1Cl,4,-9,-2,0.3,-1,1,0,13,6
Cc1cccc(NC(=O)NNC(=O)COc2ccc([N+](=O)[O-])cc2)c1C,-8,-14,-3,2.0,-5,1,-6,-5,25
CCC(=O)OCC(=O)Nc1cc(C)c(C)cc1[N+](=O)[O-],-4,20,4,-1.6,4,-1,-5,12,-16
CCOC(=O)C1CCN(Cc2ccc(F)cc2)CC1,2,2,0,-1.7,-2,-6,-7,-11,10
Cc1nnc(SCC(=O)N2CC(=O)Nc3ccccc32)n1-c1ccccc1,1,11,-3,0.9,-1,0,2,16,0
O=C(Cn1ccsc1=NC(=O)C(F)(F)F)c1ccccc1,-22,-30,-6,1.0,-3,-88,-6,-8,-37
O=C(CSc1c(Cl)cccc1Cl)N1CCC(c2nc3ccccc3s2)CC1,5,3,3,2.1,-1,-4,-16,-5,-14
COc1ccc(NC(=O)C2CCCN2C(=O)OCc2ccccc2)cc1 (configuration not stated),3,9,3,-0.8,4,-3,7,4,10
CSc1ccccc1NC(=O)CN(C)C(=O)c1c(C)nn(Cc2ccccc2)c1C,14,16,-5,-0.6,-3,-2,1,13,10
CC(=O)Nc1ccc(OCc2cnc(Cl)s2)cc1,-9,17,-1,0.9,-2,-10,-3,-1,-1
COc1ccc(-c2nnc(NC(=O)C(C)C)o2)cc1,11,6,3,-0.6,-1,-4,-5,1,1
Cc1ccc(-c2nc3ncccc3o2)cc1NC(=O)Cc1ccc(Cl)cc1,-5,93*,-11,-0.7,0,-11,1,9,-11
O=C(COc1ccc(F)cc1Cl)N(Cc1nnc(-c2ccccc2Cl)o1)C1CC1,1,27,-5,0.0,-4,14,7,16,2
O=S(=O)(Nc1nnc(C2CCCCC2)s1)c1ccc(F)cc1,-2,-12,-8,-0.6,-5,-13,4,3,11
Cc1ccc(C2=NNC3(CCOC(C)(C)C3)S2)cc1 (configuration not stated),19,-56,9,40,4,-18,0,14,-57
COCCCn1c(SCc2cccc(OC)c2)nc2cc(OC)c(OC)cc2c1=N,19,20,38,-1.0,1,-6,4,9,-27
CN(C(=O)C=Cc1ccco1)c1ccccc1,-3,.,-4,.,.,.,1,9,.
O=C(CCCc1c[nH]c2ccccc12)Nc1ncccc1O,1,16,9,1.0,-3,-9,-18,-4,3
O=C(COC(=O)C1CC2C=CC1C2)Nc1ccc2c(c1)OC(F)(F)O2 (configuration not stated),-3,11,-16,4.1,1,-9,1,6,20
CN(CC(=O)NC(=O)Nc1ccccc1F)Cc1ccccc1F,-17,-39,0,0.9,5,-25,0,8,-24
COc1cc2c3c(c1)c(N=NC(N)=S)c(O)n3C(C)(C)C=C2C,-11,25,3,0.6,26,-1,18,20,42*
CCCC(=O)Nc1ccc2nc(C)n(Cc3ccccc3Cl)c(=O)c2c1,-17,-1,3,-0.2,-1,1,-6,5,-24
O=C1COc2ccc(S(=O)(=O)NCc3ccc(Cl)cc3)cc2N1,4,12,-2,-0.8,0,2,4,6,-7
Cc1ccc(C)c(C(=O)COC(=O)c2n[nH]c3ccccc23)c1,-6,17,-5,4.5,-1,-36,4,7,-46
O=C(c1ccc(-n2cnnn2)cc1)N1CCN(C(c2ccccc2)c2ccccc2)CC1,-2,12,79*,-2.9,-3,11,-1,23,-8
NC(=O)COC(=O)c1cccc2c1-c1ccccc1C2=O,5,22,-16,0.5,1,2,0,-1,20
CCCCCCC#Cc1cncc(C(=O)NNC(=O)Nc2cc(Cl)cc(Cl)c2)c1,-17,46,3,-2.3,-2,4,9,22,-5
COc1ccc(OC)c(/C=N/NC(=O)c2cccc3ccccc23)c1,2,27,10,1.9,-3,3,5,5,1
O=C(COC(=O)/C=C/c1ccccc1[N+](=O)[O-])Nc1ccc(OC(F)F)cc1,-5,1,-10,1.1,0,-2,4,7,10
Cc1ccc(NC2=C(Cl)C(=O)OC2OC(=O)c2ccco2)cc1C (configuration not stated),-3,29,8,-0.2,-3,10,-9,3,14

In another format: entries from further up.
COc1cc2c3c(c1)c(N=NC(N)=S)c(O)n3C(C)(C)C=C2C
  Gli-Sufu antag = -11	Mdm2 MdmX PPI = 25	EBI2 antag = 3	UPR CHOP act = 0.6	UPR XBP1 act = 26	Jurkat NFkB inh = -1	CXCR6 inh = 18	CCR6 antagonist = 20	697 NFkB inh = 42*
CCCC(=O)Nc1ccc2nc(C)n(Cc3ccccc3Cl)c(=O)c2c1
  Gli-Sufu antag = -17	Mdm2 MdmX PPI = -1	EBI2 antag = 3	UPR CHOP act = -0.2	UPR XBP1 act = -1	Jurkat NFkB inh = 1	CXCR6 inh = -6	CCR6 antagonist = 5	697 NFkB inh = -24
O=C1COc2ccc(S(=O)(=O)NCc3ccc(Cl)cc3)cc2N1
  Gli-Sufu antag = 4	Mdm2 MdmX PPI = 12	EBI2 antag = -2	UPR CHOP act = -0.8	UPR XBP1 act = 0	Jurkat NFkB inh = 2	CXCR6 inh = 4	CCR6 antagonist = 6	697 NFkB inh = -7

The listing continues:
smiles,Gli-Sufu antag,Mdm2 MdmX PPI,EBI2 antag,UPR CHOP act,UPR XBP1 act,Jurkat NFkB inh,CXCR6 inh,CCR6 antagonist,697 NFkB inh
COc1cccc(NC(=O)CN(C)C(=O)CC2Sc3ccccc3NC2=O)c1 (configuration not stated),-14,-22,3,3.0,2,-15,-6,13,-23
O=C(CSc1nccn1Cc1ccc(F)cc1)NC1CCCC1,3,6,-2,-2.0,-2,-3,4,5,1
CCn1c(C(O)c2cc(OC)ccc2OC)nc2ccccc21 (configuration not stated),0,9,-6,-1.8,-3,-14,-5,11,5
COc1ccc(NC(=S)N/N=C2\CC(C)(C)Oc3ccc(O)cc32)cc1,11,31,6,-0.9,-1,-6,14,33,11
O=C1[C@H]2[C@H](C=CC[C@H]2C(=O)N2CCN(c3ccccc3)CC2)CCN1Cc1ccccc1,-11,-18,7,0.0,-1,9,9,10,9
O=C(O)CSCC(=O)N1CCN(c2cc(C(F)(F)F)nc3ccccc23)CC1,-3,18,1,0.5,0,-4,-2,9,-7
COc1cccc(C(=O)NNc2c3ccccc3nc3ccccc23)c1,3,-2,26,0.3,7,-13,29,43,-12
Cc1ccc(C(C(=O)NC2CCCCC2)N(CC2CCCO2)C(=O)CCCC(=O)Nc2ccccn2)cc1 (configuration not stated),21,-4,2,1.8,-3,19,2,15,0
